Lipid droplet: inhibitors of hepatocyte lipid droplet formation, primary screen, imaging, high-throughput imaging, BODIPY stain; AML12 mouse hepatocytes, oleate lipid droplets; inhibition, % at 6.5 µM; actives 0.4% (n = 240,000); AID 1656, 2009;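 active means lipid droplet intensity inhibited by at least 50%, with more than 500 cells counted; inconclusive means wells with under 300 cells, treated as cytotoxic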
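Test system: AML12 mouse liver cells; schedule: overnight exposure; technique: high-content imaging of BODIPY-stained droplets and DAPI nuclei; read-out: % inhibition of corrected integrated BODIPY droplet signal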
bCat nuc transl: modulators of beta-catenin nuclear translocation, primary screen, imaging, HeLa cells, immunofluorescence, high-content; nuclear translocation activity, % at 5 µM; actives 0.3% (n = 190,000);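 active means nuclear translocation activity above 50% at 5 µM, with a well cell count of 50 or more; inconclusive means wells under 50 cells across six images, flagged as toxic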;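 further: per-cell ratio of nuclear to cytoplasmic median beta-catenin stain intensity; plate controls were DMSO negative control for no effect and GSK-3 inhibitor IX positive control for full effect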
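Test system: human HeLa cell line; Doses: 5 µM primary, 0.02–20 µM confirmation; Incubation: 24 h compound exposure, 37°C; Detection: beta-catenin immunofluorescence imaging with DAPI; Read-out: beta-catenin nuclear/cytoplasmic ratio, % activation.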
Autophagy HCS: autophagy modulators in MEF cells, primary screen, imaging, high-content, MEF GFP-LC3 | calls only at 10 µM (by protocol) | MEF GFP-LC3 puncta imaging; test concentration mostly 10 µM | AID 463193, 2010 | actives 0.98% (n = 190,000);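 active means percentage of spot-positive cells more than 3 SD above its plate mean, without a fluorescence outlier flag or 80% toxicity; inconclusive means no clear call, values can overlap the other calls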;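 further: spot-positive cell cutoff set from DMSO-treated cells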
WT yeast gro inh: growth inhibition of WT strain, primary screen, mitochondrial fusion inhibitor project, WT and mutant strains, chemical genetic; mitochondrial fusion phenotypic screen; inhibition, % at 10 µM; actives 2.1% (n = 190,000); AID 1362, 2008; in the data active means inhibition above about 58%; tested in S. cerevisiae
MT stabilizer: microtubule stabilizers in HeLa cells, primary screen, imaging, high-content imaging; HeLa tubulin immunostaining HCS, 24 h; share of cells brighter than vehicle mean+2SD; % tubulin-high responders, % at 10 µM; actives 0.83% (n = 200,000); AID 2205, 2009;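 active means plate Z-score above 3 for both tubulin-high and condensed-nucleus cell shares, with cell loss under 80%, at 10 µM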;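 further: anti alpha tubulin signal scored within the nucleus-defined area of each cell; some results filed as inactive read as strong as hits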
West Nile virus CPE: West Nile virus antiviral activity, cell-based, CPE readout (AID 1621) | actives 0.02% (n = 290,000) | one-dose CPE inhibition, % at 10 µM; IC50 in µM for titrated hits | West Nile virus-infected cells, CPE inhibition; higher % means a stronger effect; in the data active means a potency from the dose series; inconclusive means CPE inhibition mostly from about 3.7% at the one dose, without a potency; inactive means the rest, 99 in 100 with CPE inhibition below about 2.2%; further: strong numbers were not always called active
T cell HTS: modulators of CD8 T cell-vesicle binding, primary screen, mouse 2C CD8+ T cells, flow cytometry | 2C CD8+ T cell-vesicle binding; active compounds read low | calls only at 7 µM | actives 0.068% (n = 330,000);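 active means response, share of CD8 T cells binding vesicles, and their 90th percentile fluorescence all below set limits, cut at about 80% in these data, passing the limit was not always enough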
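Benchmarks: naked versus QL9-loaded vesicles / Assay system: purified 2C TCR transgenic mouse naive CD8+ T cells / Technique: high-throughput flow cytometry with anti-B7-1 and anti-CD8 staining / Timing: Cell–vesicle co-incubation 1.5 h at 37 °C, staining 20 min on ice / Read-out: percent CD8+ FL2 mean versus row control / Probe or stimulus: QL9-loaded Drosophila micro-vesicles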
Insulin prom up: insulin promoter activators in MIN6 cells, imaging, high-content screening, mouse beta cells. AID 1625, 2009. MIN6 insulin promoter-GFP reporter; active compounds read high. z-score at 5 µM. actives 0.3% (n = 190,000);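 active means z-score above 3 at 5 µM with at least 500 cells counted in the well; inconclusive means wells under 500 cells, flagged as cytotoxic or low count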
Myeloid diff 2: induction of myeloid progenitor differentiation, primary screen, cell-based, flow cytometry, MLPCN library. ER-HoxA9 myeloid progenitors, lysozyme-GFP differentiation. calls only at 10 µM. actives 1% (n = 360,000);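 active means normalized GFP-positive differentiation at or above the plate's own cutoff, the solvent-only control mean plus 3 SD; inconclusive means no clear call, values can overlap the other calls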;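 further: cells exposed to compound for four days before flow analysis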
WT yeast gro inh mutant strain: also measured in WT yeast gro inh; calls as there; inhibition, %; mitochondrial fusion phenotypic screen, mutant strain inhibition
Insulin prom up cell count: also measured in Insulin prom up; calls as there; cell count; measured here: cytotoxicity, nuclei count;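 total cells summed across four imaged fields per well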
Lipid droplet cells 6.5 µM: further read-out of Lipid droplet, marked with its call; cell count; measured here: cell count, cytotoxicity flag;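 cells counted across two imaged fields per well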
bCat nuc transl cell count 5 µM: recorded beside bCat nuc transl, whose call it bears; cell count; measured here: cell count, cytotoxicity flag
T cell HTS vesicle-bound %: further read-out of T cell HTS, marked with its call; double positive events, %; measured here: CD8+ vesicle-bound cell fraction;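 binding gate set so that unloaded-vesicle control wells show 10% double positive cells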
MT stabilizer Hoechst-high %: also measured in MT stabilizer; calls as there; % Hoechst-high responders; measured here: nuclear condensation Hoechst responders;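 share of cells brighter than vehicle mean plus two SD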
MT stabilizer cytotoxicity %: further read-out of MT stabilizer, marked with its call; toxicity, %; measured here: cytotoxicity by cell density;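 0% = mean cell density of plate MIN control wells and 100% = no cells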
Autophagy HCS cell loss 18 h: recorded beside Autophagy HCS, whose call it bears; toxicity, %; measured here: cell loss, nuclei count;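 cell loss after 18 h compound exposure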
Myeloid diff 2 GFP+ MAC1+ %: second read-out of Myeloid diff 2, no call of its own (marks repeat the call); GFP+ MAC1+ double positive, %; measured here: differentiation confirmed by MAC1 staining
Active calls of the source: *; i = inactive; ? = inconclusive; nt = not tested or not shown; + = active, no number. No enrichment for hits; 3.9% or so of the library scored in one or more.

SMILES | Lipid droplet | Lipid droplet cells 6.5 µM | bCat nuc transl | bCat nuc transl cell count 5 µM | Autophagy HCS | Autophagy HCS cell loss 18 h | WT yeast gro inh | WT yeast gro inh mutant strain | MT stabilizer | MT stabilizer Hoechst-high % | MT stabilizer cytotoxicity % | West Nile virus CPE | T cell HTS | T cell HTS vesicle-bound % | Insulin prom up | Insulin prom up cell count | Myeloid diff 2 | Myeloid diff 2 GFP+ MAC1+ %
COc1ccc(S(=O)(=O)N2CCCC(C(=O)Nc3ccc(NC(=O)c4ccccn4)cc3)C2)cc1 (stereo unspecified) | nt | nt | -0.6 | 624 | i | 0 | 44 | 29 | 4.1 | 1.7 | 8.2 | 0.4% | i | 41 | -0.76 | 1384 | i | 1.2
C(=N\c1nccs1)/c1cccnc1 | 4 | 672 | -1.4 | 1198 | i | -18 | 1 | -7 | 2.4 | 1.5 | 4.7 | 0.1% | i | 53 | -0.05 | 1214 | i | 0.9
COc1ccc(NC(=O)c2nc[nH]c2C(=O)N(C)Cc2ccccc2)cc1 | 7 | 604 | 0.5 | 1283 | nt | nt | nt | nt | nt | nt | nt | -0.9% | i | 40 | -0.37 | 928 | i | 0.7
COc1ccc(NCN2C(=O)CCC2=O)cc1 | 9 | 771 | -2.3 | 1233 | i | 3 | -17 | 21 | 2.2 | 1.3 | 13 | 0.7% | i | 42 | -0.96 | 927 | i | 1.1
C=CCN1C(=O)S/C(=C\c2ccc(N3CCOCC3)cc2C)C1=O | 6 | 737 | -3.2 | 1215 | + | 36* | -6 | -5 | 1.9 | 0.9 | 5.2 | -1.0% | i | 21 | 0.61 | 882 | i | 0.5
CSc1ccc(/C=N/NC(=O)c2sccc2C)cc1 | 4 | 613 | 1.0 | 972 | i | -5 | -1 | 9 | 2.5 | 3.2 | 4.0 | -0.7% | i | 28 | nt | nt | i | 1.4
O=C(c1ccc(CS(=O)c2ccccc2Cl)o1)N1CCN(c2ccccc2)CC1 (stereo unspecified) | -107 | 342 | nt | nt | nt | nt | nt | nt | nt | nt | nt | 0.0% | i | 8 | nt | nt | ? | nt
CC(=O)c1cccc(N(CC(=O)Nc2ccc(F)cc2)S(C)(=O)=O)c1 | 4 | 774 | -3.7 | 563 | i | 5 | 14 | 11 | 2.1 | 1.8 | 6.2 | 0.3% | i | 36 | 0.83 | 1315 | i | 0.4
Cc1cc(C)c(C)c(S(=O)(=O)N[C@@H](C)C(=O)OCC(N)=O)c1C | 14 | 683 | -1.7 | 1107 | i | 3 | -12 | 8 | 1.6 | 2.1 | 2.7 | 1.3% | i | 51 | 0.32 | 1259 | i | 0.5
COc1ccc(C(=O)OCC(=O)NC2CC2)cc1[N+](=O)[O-] | 2 | 544 | 0.2 | 945 | i | 10 | -17 | -3 | 2.5 | 1.8 | 3.9 | -0.3% | i | 58 | 0.19 | 1151 | i | 0.1
COC(=O)C1CN(C(=O)c2ccc(OC(F)F)cc2)c2ccccc2O1 (stereo unspecified) | 6 | 823 | nt | nt | nt | nt | nt | nt | nt | nt | nt | -0.1% | i | 29 | nt | nt | i | 0.5
Cc1cccc(-n2nc3c(c2NC(=O)c2ccco2)CS(=O)(=O)C3)c1C | -3 | 757 | -1.3 | 1046 | i | 27 | -5 | 21 | 2.5 | 1.8 | 1.5 | -0.1% | i | 56 | 0.21 | 1168 | i | 2.4
COC(=O)c1noc(-c2ccc(OC)cc2)n1 | -18 | 750 | -1.6 | 1069 | i | -1 | 12 | 29 | 3.7 | 2.1 | 4.6 | 0.3% | i | 42 | 0.02 | 1229 | i | 0.5
Cc1nnc(SCC(=O)N2CCN(S(=O)(=O)c3ccccc3)CC2)[nH]c1=O | 25 | 715 | 0.0 | 1064 | i | 0 | -10 | -16 | 2.2 | 1.0 | 4.9 | -0.1% | i | 33 | 0.48 | 2045 | nt | nt
COCCn1c(=S)[nH]c2sc3c(c2c1=O)CCCC3 | -7 | 822 | nt | nt | nt | nt | nt | nt | nt | nt | nt | 0.0% | i | 32 | nt | nt | i | 0.6
CCC(C)/C(C)=N/NC(=O)c1ccc(CSc2nc3ccccc3s2)cc1 (stereo unspecified) | -4 | 648 | nt | nt | i | 5 | 20 | 0 | 2.1 | 2.0 | 8.1 | -1.3% | i | 27 | 0.23 | 1253 | i | 4.6
CCOC(=O)c1ccc(NC(=O)NCc2ccccc2)cc1 | 5 | 656 | -1.9 | 1099 | i | 13 | 11 | -3 | 5.6 | 2.6 | 6.8 | 0.2% | i | 54 | -0.06 | 1582 | i | 0.5
Cc1ccc(COc2ccc(/C=N/O)cc2)cc1 | 7 | 616 | -3.8 | 512 | i | -1 | -9 | -12 | 1.3 | 1.4 | 0.3 | -0.9% | i | 37 | -0.09 | 1359 | i | 0.3
CCOc1cccc(C=NCCc2ccc(OC)c(OC)c2)c1O | 4 | 859 | nt | nt | nt | nt | nt | nt | nt | nt | nt | -0.7% | i | 40 | nt | nt | i | 0.2
CCOC(=O)C(NC(=O)CC)(Nc1ccc(S(=O)(=O)Nc2cc(C)on2)cc1)C(F)(F)F (stereo unspecified) | nt | nt | -2.2 | 893 | i | 6 | -10 | 2 | 4.5 | 2.8 | 13 | 0.3% | i | 52 | 0.17 | 1420 | i | 0.5
Cc1ccc(S(=O)(=O)NNC(=O)c2ccc(O)cc2)cc1 | 0 | 401 | -0.5 | 870 | i | 14 | 10 | 14 | 5.4 | 2.0 | 1.5 | 0.3% | i | 20 | nt | nt | i | 0.4
CCC(=O)Nc1ccc2c(c1)ncn2-c1ccccc1OC | nt | nt | -7.8 | 1017 | i | -8 | 22 | 2 | 7.1 | 3.1 | 1.1 | 1.3% | i | 40 | -0.19 | 979 | i | 0.0
COC(=O)c1ccsc1NC(=O)c1ccco1 | -1 | 835 | nt | nt | nt | nt | nt | nt | nt | nt | nt | -0.3% | i | 31 | nt | nt | i | 0.3
CCC(C)NC(=O)COC(=O)c1csc2c1CCCC2 (stereo unspecified) | -1 | 609 | 0.2 | 997 | i | 18 | -14 | -6 | 3.5 | 3.6 | 12 | -0.1% | i | 34 | -0.16 | 1570 | i | 0.1
O=C(NCCC(=O)N1CCc2ccccc21)c1ccco1 | 19 | 830 | nt | nt | nt | nt | nt | nt | nt | nt | nt | -0.5% | i | 33 | nt | nt | i | 0.9
CC(=O)N1[C@H](C)C=C[C@]1(Cc1ccccc1)C(=O)NCc1cc(F)cc(C(F)(F)F)c1 | -32 | 676 | -0.9 | 527 | i | 13 | -8 | -16 | 3.5 | 2.5 | 8.1 | -0.9% | i | 21 | 0.01 | 1252 | i | 0.4
CCSc1nc(=S)n(Cc2ccccc2)c(C)c1C(C)=O | -30 | 723 | -0.9 | 447 | i | 2 | 1 | 3 | 1.9 | 2.4 | 6.4 | -1.7% | i | 57 | -0.81 | 1253 | i | 0.6
COC(=O)c1ccc(COc2ccc3ccc(=O)oc3c2)o1 | -20 | 722 | nt | nt | nt | nt | nt | nt | nt | nt | nt | 0.3% | i | 54 | nt | nt | i | 0.7
CC(C)(NO)/C(=N/O)c1cccs1 | nt | nt | 1.1 | 1153 | i | 0 | 2 | 23 | 1.2 | 1.7 | 5.1 | -0.1% | i | 47 | -0.34 | 932 | i | 0.6
Cc1cc(OCc2cc(C(=O)N3CCN(CC4CC4)CC3)no2)cc(C)c1Cl | -22 | 709 | nt | nt | nt | nt | nt | nt | nt | nt | nt | -0.3% | i | 34 | nt | nt | i | 1.7
O=C(c1cccc([N+](=O)[O-])c1)N1CCN(Cc2ccc3c(c2)OCO3)CC1 | -13 | 684 | -2.6 | 912 | i | -6 | -7 | -14 | 2.6 | 1.7 | 6.5 | -1.4% | i | 34 | 1.4 | 1676 | i | 0.2
O=C(C1CC1)N1N=C(c2cccc(Br)c2)CC1(O)C(F)(F)F (stereo unspecified) | 2 | 784 | nt | nt | nt | nt | nt | nt | nt | nt | nt | -0.8% | i | 15 | nt | nt | i | 0.1
O=c1oc2c3c(nn2c2ccccc12)CCCC3 | nt | nt | 1.7 | 1128 | i | 42 | 8 | 4 | 6.8 | 2.2 | 19 | -0.7% | i | 28 | -0.14 | 1060 | i | 7.3
Cc1cc(C)c(S(=O)(=O)N/N=C/c2ccc([N+](=O)[O-])o2)c(C)c1 | -5 | 835 | nt | nt | nt | nt | nt | nt | nt | nt | nt | -0.6% | i | 64 | nt | nt | i | 1.3
COc1ccccc1CNS(=O)(=O)c1ccc2c(c1)oc(=O)n2C | nt | nt | nt | nt | i | 9 | 4 | -1 | 5.8 | 2.1 | 1.5 | -0.2% | i | 29 | -0.15 | 935 | i | 4.1
CCOC(=O)c1cccc(NC(=O)N2CCOCC2)c1 | -3 | 712 | -0.8 | 1051 | i | 13 | -1 | -3 | 1.4 | 2.4 | 13 | -0.7% | i | 45 | -0.15 | 1367 | i | 1.1

Assay outcomes: PubChem, several laboratories
